High-throughput results (PubChem BioAssay)
TCR activator – activators of T cell receptors. primary human leukocytes, anti-CD3, IL-2 HTRF, 48 h. Potency, µM (top dose mostly 9.22 µM), for inactives: top-dose activation of IL-2 secretion, hits mostly activators. 330,000 tested, under 10 active. AID 504894; note: % of control where 0% means no effect
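Primary human leukocytes were stimulated with a-CD3 beads plus compounds for 48 hr without co-stimulation; secreted IL-2 was quantified by HTRF using a-IL-2-K (europium cryptate) and a-IL-2-d2, excited at 320nm with acceptor emission read at 665nm.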
TSG101-PTAP inh – blocks PTAP/TSG101 interaction to inhibit HIV-1 budding; Potency, µM (highest dose often 115 µM), without a hit: top-dose activity change, negative = inhibition, usual class: inhibitors; Fluorescence polarization, FITC-PTAP peptide / Tsg101 binding; Q99816; 340,000 tested, under 10 active; active = well fitted inhibition curve with a large enough effect in the main read-out, with a control signal flat, not every such curve was filed as active; inconclusive = small, poorly fitted or top-dose-only effect, or effect the other way, or a change in a side signal; inactive = no such curve, though single readings can be large or run the other way; note: potency is the fitted concentration of half-maximal effect; % of control where 0% means no effect
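Steps: Tsg101 binding domain dispensed (10 uM final), compounds pinned in DMSO, FITC-labeled PTAP-motif peptide added (50 nM final); after 20 min binding at room temperature, polarization measured.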
Mito fusion yeast – mitochondrial division inhibition or fusion activation; S. cerevisiae fusion-defective mutant growth rescue, CellTiterGlo 48 h; Potency, µM (titrated, usually from 46.1 µM), inactives show top-dose growth rescue (activation), most hits filed as activators; hit rate 0.23% among 320,000; AID 485298;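 note: potency is the fitted concentration of half-maximal effect; % of control where 0% means no effect; nearly all actives have a fitted effect of over 45% in size; temperature-sensitive fusion mutants such as fzo1-1 at 37 °C on non-fermentable ethanol glycerol medium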
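Temperature-sensitive fusion-defective S. cerevisiae (e.g. fzo1-1, mgm1-5) were grown with compound in YPEG medium (3% ethanol, 3% glycerol) for 48 hours at 37C. Growth rescue was measured as viability by CellTiterGlo luminescence after 10 minutes at ambient.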
CXXC DNA block – MLL CXXC-DNA interaction inhibition. Q03164. MLL-CXXC / FITC-HOXA9 DNA fluorescence polarization. Potency, µM (highest dose often 115 µM), inactives show at the top dose activity change, negative = inhibition, hits mostly inhibitors. hit rate 0.037% among 290,000. AID 2662; active = well fitted inhibition curve with a large enough effect in the polarisation, with a control signal flat, not every such curve was filed as active; inconclusive = small, poorly fitted or top-dose-only effect, or effect the other way, or a change in a side signal; inactive = no such curve, though single readings can be large or run the other way; the % refers to the polarisation; note: potency is the fitted concentration of half-maximal effect
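Fluorescence polarization: 7 uM MLL-CXXC (stock) preincubated 5 min with compounds, then 50 nM fluorescein-HOX-A9 DNA (stock) added; 30 min ambient. Buffer 50 mM Tris-HCl pH 7.5, 50 mM NaCl, 1 mM DTT, 0.05% BSA.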
Integrin act MD – activates integrin-mediated alleviation for muscular dystrophy. alpha7betagal myoblasts, beta-gal FDG fluorescence, 48 h. Potency, µM (series often up to 38.3 µM), inactives show at the highest dose activation, most hits filed as activators. hit rate 0.064% among 350,000. AID 624291;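 note: potency is the fitted concentration of half-maximal effect; 100% = response of the positive control SU9516; nearly all actives have a fitted effect of over 60% in size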
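alpha7betagal+/- myoblasts (passage 13, 250/well) treated 48 h at 37C with compounds at 1:260 dilution of DMSO stock. Lysed, then beta-galactosidase activity read as FDG fluorescence (ex 480/em 540) after 30 min, with pre-read for autofluorescence.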
S-ASM inh – inhibitors of human secretory acid sphingomyelinase; P17405; placental ASM, HMU-PC fluorogenic substrate, 60 min; Potency, µM (series often up to 57.5 µM), without a hit: at the highest dose activity change, negative = inhibition, hits mostly inhibitors; hit rate 0.006% among 340,000; note: potency is the fitted concentration of half-maximal effect
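Human placenta-derived ASM preincubated with compound 10 min at room temperature, then reacted with 9 uM (final) fluorogenic HMU-PC substrate for 60 min at 37 C. Stop solution raises pH to 10; fluorescence read at Ex 386/Em 447 nm.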
AT treatment – candidate therapy for ataxia-telangiectasia; hit rate 0.19% among 320,000; […] A-T fibroblasts, KAP-1 phosphorylation AlphaLISA; neocarzinostatin DNA damage 30 min before lysis; Potency, µM (top dose mostly 57.5 µM), for the others: at the top dose activation, usual class: activators; AID 485349; note: potency is the fitted concentration of half-maximal effect; % of control where 0% means no effect; nearly all actives have a fitted effect of over 45% in size
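ATM-like activity read as KAP-1 phosphorylation via AlphaLISA donor/acceptor antibody pairs after lysis and 6 hr at 25C. Cells were ATM-null patient fibroblasts ([…], hTERT), dosed 60 min, then exposed to the DSB inducer NCS for 30 min.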
Menin-MLL TR inh – inhibitors of human menin-MLL interaction, mutant MLL peptide; O00255; Menin + Texas Red MLL mutant peptide, fluorescence polarization; Potency, µM (highest dose often 61.6 µM), for inactives: top-dose FP activity change, negative = inhibition, actives largely listed as inhibitors; hit rate 0.23% among 270,000; active = well fitted inhibition curve with a large enough effect in the polarisation, with a control signal flat, not every such curve was filed as active; inconclusive = small, poorly fitted or top-dose-only effect, or effect the other way, or a change in a side signal; inactive = no such curve, though single readings can be large or run the other way; the % refers to the polarisation; note: potency is the fitted concentration of half-maximal effect; % of control where 0% means no effect; many of its hits are not listed in these tables
MBNL1 CUG block – blocks human MBNL1 binding to CUG repeat RNA; TR-FRET MBNL1-His/biotin-(CUG)12 binding, 665/545 ratio; AID 2675; Q9NR56; Potency, µM (top dose mostly 57.5 µM), for the others: at the top dose activity change, negative = inhibition, usual class: inhibitors; hit rate 0.036% among 280,000; active = well fitted inhibition curve with a large enough effect in the signal ratio, with a control signal flat, not every such curve was filed as active; inconclusive = small, poorly fitted or top-dose-only effect, or effect the other way, or a change in a side signal; inactive = no such curve, though single readings can be large or run the other way; the % refers to the signal ratio; note: potency is the fitted concentration of half-maximal effect; % is set by controls: 0 for no effect and ±100 for the full control effect
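Inhibition of protein-RNA binding appears as loss of TR-FRET between terbium anti-His antibody on MBNL1-His and streptavidin-XL665 on biotin-(CUG)12. Activity is normalized to buffer-only and uninhibited-complex controls.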
TSHR antagonist – human thyrotropin receptor antagonism. activity change, negative = inhibition, % at 11.5 µM. AID 504810. P16473. hit rate 0.2% among 330,000. TSHR-expressing cells, TSH-stimulated cAMP HTRF, 2 h; active compounds read low;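 active = activity change below a set negative limit, meaning inhibition stronger than a set level, cut at about -70% in these data; inconclusive = activity change between two set negative limits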; note: % is set by controls: 0 for no effect and ±100 for the full control effect
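Antagonism was scored as loss of TSH-driven cAMP in TSHR cells, stimulated with 4nM TSH (EC80) for 2 hours at 37 deg C and detected by homogeneous HTRF competition immunoassay.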
The depositor's hits bear a star; [ ] = dose if it differs, or a comment. Unless noted, calls come from the whole dose curve; as a rule, active = well fitted curve in the direction sought with a large enough effect; inconclusive = small, poorly fitted or top-dose-only effect, or another doubt; inactive = no such curve, though single readings can be large; an effect the other way counts as inactive or inconclusive.

Results for O=C(O)CCC(=O)N1N=C(c2ccco2)CC1c1cccs1 (centres undefined) ?
TCR activator: -0.7%[46.1 µM]; TSG101-PTAP inh: 1.7%; Mito fusion yeast: -5.7%; CXXC DNA block: 9.6%; Integrin act MD: -6.7%; S-ASM inh: 4.3%; AT treatment: 2.5%; Menin-MLL TR inh: 2.6%; MBNL1 CUG block: 15.4%; TSHR antagonist: -6.2

What do the screens show for `COC(=O)C1C(C(=O)OC)C1(c1ccccc1)c1ccccc1` (centres undefined)?
TCR activator: 5.4%; TSG101-PTAP inh: -1.4%; Mito fusion yeast: 1.3%; CXXC DNA block: -5.0%; Integrin act MD: inconclusive; S-ASM inh: 0.2%; AT treatment: 6.8%; MBNL1 CUG block: 3.1%; TSHR antagonist: -7.2

What do the screens show for `O=C1C(=O)N(CCN2CCOCC2)C(c2ccc(Cl)c(Cl)c2)/C1=C(/O)c1ccc2c(c1)OCO2` (centres undefined)?
TCR activator: -2.3%; TSG101-PTAP inh: -9.6%; Mito fusion yeast: 2.8%; CXXC DNA block: 3.1%; Integrin act MD: -3.8%; AT treatment: -24.4%; MBNL1 CUG block: 26.6%; TSHR antagonist: -6.7

What do the screens show for `c1ccc(Nc2nc(-c3cccnc3)cs2)nc1`?
TCR activator: -57.6%; TSG101-PTAP inh: -2.9%; Mito fusion yeast: -0.8%; CXXC DNA block: -6.9%; Integrin act MD: 14.1%; S-ASM inh: 4.2%; AT treatment: -7.0%; Menin-MLL TR inh: 29.4%; MBNL1 CUG block: 0.7%; TSHR antagonist: -13.1

How did CCC(C)n1c(-c2cccc(S(=O)(=O)N(CC)CC)c2)n[nH]c1=S (centres undefined) do in these assays?
TCR activator: -4.1%; TSG101-PTAP inh: -3.2%; Mito fusion yeast: -5.9%; CXXC DNA block: -3.9%; Integrin act MD: -16.6%; S-ASM inh: -0.5%; AT treatment: -2.7%; Menin-MLL TR inh: -11.1%; MBNL1 CUG block: -6.2%; TSHR antagonist: -2.4

Results for c1ccc2c(CNn3cnnc3)cccc2c1 ?
TCR activator: -0.6%; TSG101-PTAP inh: -0.9%; Mito fusion yeast: 0.0%; CXXC DNA block: -0.1%; Integrin act MD: 2.0%; S-ASM inh: 1.9%; AT treatment: 7.1%; Menin-MLL TR inh: 8.7%; MBNL1 CUG block: -0.7%; TSHR antagonist: 4.7

Results for Cc1nc2ccccc2c2c(N)c3ccccc3n12 ?
TCR activator: 5.5%; TSG101-PTAP inh: 2.3%; Mito fusion yeast: 1.6%; CXXC DNA block: 0.7%; Integrin act MD: -23.7%; S-ASM inh: -6.8%; AT treatment: 2.5%; Menin-MLL TR inh: -0.9%; MBNL1 CUG block: 13.7%; TSHR antagonist: -9.6

What do the screens show for `CN1C(=S)SC2CS(=O)(=O)CC21C` (centres undefined)?
TCR activator: -3.8%; TSG101-PTAP inh: -7.3%; Mito fusion yeast: -0.4%; CXXC DNA block: 2.4%; Integrin act MD: 3.1%; S-ASM inh: 3.2%; AT treatment: 1.2%; MBNL1 CUG block: -4.2%; TSHR antagonist: -0.2

How did CN(C)c1oc(-c2ccccc2Cl)nc1S(=O)(=O)c1ccccc1 do in these assays?
TCR activator: 11.6%; TSG101-PTAP inh: -2.3%; Mito fusion yeast: 10.2%; CXXC DNA block: -3.2%; Integrin act MD: -5.8%; S-ASM inh: -1.7%; AT treatment: 1.0%; Menin-MLL TR inh: 5.4%; MBNL1 CUG block: -17.8%; TSHR antagonist: -1.6

Results for Cc1ccc2c(c1)N(CCC(=O)NCc1cccnc1)C(=O)CO2 ?
TCR activator: -4.8%; TSG101-PTAP inh: -3.7%; Mito fusion yeast: -0.9%; CXXC DNA block: 1.1%; Integrin act MD: -4.4%; S-ASM inh: 2.9%; AT treatment: -3.6%; Menin-MLL TR inh: 1.0%; MBNL1 CUG block: 3.4%; TSHR antagonist: -5.5

What do the screens show for `COc1ccc(C(=O)C2CCN(C(=O)Nc3ccccc3C)CC2)cc1`?
TCR activator: -4.8%; TSG101-PTAP inh: 0.8%; Mito fusion yeast: 7.3%; CXXC DNA block: 7.1%; Integrin act MD: -43.2%[inhibitor]; S-ASM inh: -1.1%; AT treatment: 8.4%; Menin-MLL TR inh: -11.8%; MBNL1 CUG block: -1.2%; TSHR antagonist: 1.1

Results for Cc1ccc(F)c([C@H]2[C@@H]3C=CCC[C@@]3(C)C(=O)N2Cc2ccccc2)c1 ?
TCR activator: 0.3%; Mito fusion yeast: -54.4%[inhibitor]; CXXC DNA block: 7.1%; Integrin act MD: 1.4%; S-ASM inh: -15.8%; AT treatment: 3.2%; MBNL1 CUG block: 13.0%; TSHR antagonist: -7.1

What do the screens show for `CC(C)C(OC(=O)c1cc2sccc2n1C)C(=O)NCC1CCCO1` (centres undefined)?
TCR activator: -2.4%; TSG101-PTAP inh: -10.5%; Mito fusion yeast: 5.8%; CXXC DNA block: 7.6%; Integrin act MD: 1.1%; S-ASM inh: -1.4%; AT treatment: 2.2%; Menin-MLL TR inh: -8.6%; MBNL1 CUG block: 2.9%; TSHR antagonist: -10.2

How did O=C(c1cccc(C(F)(F)F)c1)C1CCCN(C(=O)C2CCOCC2)C1 (centres undefined) do in these assays?
TCR activator: -1.9%; TSG101-PTAP inh: -4.9%; Mito fusion yeast: 0.6%; CXXC DNA block: -6.9%; Integrin act MD: 3.3%; S-ASM inh: 4.6%; AT treatment: 26.4%; MBNL1 CUG block: -5.9%; TSHR antagonist: 5.5

How did Cc1ccc(-c2ccnc3nc(Sc4ncc(C(F)(F)F)cc4Cl)nn23)cc1 do in these assays?
TCR activator: -2.6%; TSG101-PTAP inh: -5.7%; Mito fusion yeast: 4.6%; CXXC DNA block: -1.8%; Integrin act MD: -12.0%; S-ASM inh: inconclusive; AT treatment: -0.3%; Menin-MLL TR inh: 0.1%; MBNL1 CUG block: 0.4%; TSHR antagonist: 34.2

How did Nn1c(SCC(=O)NCC2CCCO2)nnc1-c1ccco1 (centres undefined) do in these assays?
TCR activator: 0.3%; TSG101-PTAP inh: -0.8%; Integrin act MD: -23.2%; S-ASM inh: -5.4%; AT treatment: 0.2%; TSHR antagonist: -8.9

What do the screens show for `COC(=O)c1nnn(-c2ccccc2)c1N`?
TCR activator: -9.0%[46.1 µM]; TSG101-PTAP inh: -6.6%; Mito fusion yeast: -6.4%; CXXC DNA block: 4.3%; Integrin act MD: 12.2%; S-ASM inh: 1.6%; AT treatment: 5.2%; Menin-MLL TR inh: -14.8%; MBNL1 CUG block: -24.3%; TSHR antagonist: -18.9

How did O=C(N/N=C\C=C\c1ccco1)c1cc(-c2ccc3ccccc3c2)n[nH]1 do in these assays?
TCR activator: 0.4%[46.1 µM]; TSG101-PTAP inh: -2.9%; Mito fusion yeast: -1.8%; CXXC DNA block: 4.2%; Integrin act MD: -29.8%; S-ASM inh: -14.0%; AT treatment: 0.8%; Menin-MLL TR inh: inconclusive; MBNL1 CUG block: 6.0%; TSHR antagonist: -5.9

What do the screens show for `Cc1nn(CCC(=O)NNC(=S)Nc2ccc(F)cc2)c(C)c1Br`?
TCR activator: -2.6%[46.1 µM]; TSG101-PTAP inh: -1.0%; Mito fusion yeast: -1.1%; CXXC DNA block: 13.9%; Integrin act MD: -6.5%; S-ASM inh: 6.5%; AT treatment: -0.3%; Menin-MLL TR inh: 7.3%; MBNL1 CUG block: 7.6%; TSHR antagonist: -1.0

Results for CCOC(=O)CNc1c(-c2ccc(Cl)cc2)nc2cnccn12 ?
TCR activator: -4.8%; TSG101-PTAP inh: -6.9%; Mito fusion yeast: 5.0%; CXXC DNA block: 8.8%; Integrin act MD: 11.1%; AT treatment: 20.7%; Menin-MLL TR inh: 0.5%; MBNL1 CUG block: inconclusive; TSHR antagonist: 5.9

How did CCn1nnc(-c2ccccc2NC(=O)c2ccc(-n3cnnn3)cc2)n1 do in these assays?
TCR activator: 3.7%; TSG101-PTAP inh: -8.1%; Mito fusion yeast: 3.0%; CXXC DNA block: 1.6%; Integrin act MD: 2.4%; S-ASM inh: -0.3%; AT treatment: 2.0%; Menin-MLL TR inh: 45.2%[activator]; MBNL1 CUG block: -4.5%; TSHR antagonist: -0.2

Results for CC(C)=CC/C=C1\CCC(C(=O)O)C(C(=O)O)C1 (centres undefined) ?
TCR activator: -4.7%; TSG101-PTAP inh: -3.9%; Mito fusion yeast: -6.7%; CXXC DNA block: 5.6%; Integrin act MD: -5.4%; S-ASM inh: 1.6%; AT treatment: 3.6%; Menin-MLL TR inh: -0.4%; MBNL1 CUG block: 3.3%; TSHR antagonist: -2.0

What do the screens show for `CCCCNC(=O)c1ccc(CS(=O)(=O)c2ccccc2OC)o1`?
TCR activator: -2.7%; TSG101-PTAP inh: -1.3%; Mito fusion yeast: 4.6%; CXXC DNA block: 5.7%; Integrin act MD: 17.5%; S-ASM inh: 1.0%; AT treatment: -4.5%; Menin-MLL TR inh: -13.1%; MBNL1 CUG block: 1.3%; TSHR antagonist: -1.8

A portion of the library. The share of hits here may be higher or lower than overall.
